Screening results deposited in PubChem by several laboratories.
MT stabilize HCS: microtubule stabilizers in HeLa cells, primary screen, imaging, high-content imaging; HeLa tubulin immunostaining HCS, 24 h; share of cells brighter than vehicle mean+2SD; % tubulin-high responders, % at 10 µM; 200,000 compounds, 0.83% hits;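 active = plate Z-score above 3 for both tubulin-high and condensed-nucleus cell shares, with cell loss under 80%, at 10 µM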;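 also: anti alpha tubulin signal scored within the nucleus-defined area of each cell; some results filed as inactive read as strong as hits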
bCat nuc transl: modulators of beta-catenin nuclear translocation, primary screen, imaging, HeLa cells, immunofluorescence, high-content | nuclear translocation activity, % at 5 µM | 190,000 compounds, 0.3% hits | AID 1665, 2009;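 active = nuclear translocation activity above 50% at 5 µM, with a well cell count of 50 or more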;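 also: per-cell ratio of nuclear to cytoplasmic median beta-catenin stain intensity; plate controls were DMSO negative control for no effect and GSK-3 inhibitor IX positive control for full effect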
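assay system = human HeLa cells, endogenous beta-catenin | times = compound treatment 24 h, 37°C, 5% CO2 | detection = Anti-beta-catenin immunofluorescence on PFA-fixed, Triton-permeabilized cells, DAPI nuclei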
Insulin prom up: insulin promoter activators in MIN6 cells, imaging, high-content screening, mouse beta cells | MIN6 insulin promoter-GFP reporter; stronger effect = higher value | 190,000 compounds, 0.3% hits | z-score at 5 µM;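 active = z-score above 3 at 5 µM with at least 500 cells counted in the well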
T cell HTS: modulators of CD8 T cell-vesicle binding, primary screen, mouse 2C CD8+ T cells, flow cytometry | 2C CD8+ T cell-vesicle binding; stronger effect = lower value | 330,000 compounds, 0.068% hits | calls only at 7 µM;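 active = response, share of CD8 T cells binding vesicles, and their 90th percentile fluorescence all below set limits, cut at about 80% in these data, passing the limit was not always enough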
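Also added: QL9-peptide-loaded Drosophila micro-vesicles bearing Ld, ICAM-1 and B7-1; Test system: purified 2C TCR transgenic mouse naive CD8+ T cells; Measured by: cytometric PE anti-B7-1 and Alexa647 anti-CD8 signals after 1% paraformaldehyde fixation; Timing: binding step 1.5 h, 37 °C, antibody labelling 20 min, ice.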
Hep lipid drop: inhibitors of hepatocyte lipid droplet formation, primary screen, imaging, high-throughput imaging, BODIPY stain. AML12 mouse hepatocytes, oleate lipid droplets. inhibition, % at 6.5 µM. 240,000 compounds, 0.4% hits. AID 1656, 2009;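 active = lipid droplet intensity inhibited by at least 50%, with more than 500 cells counted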
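Test system: AML12 mouse liver cells; schedule: overnight exposure; technique: high-content imaging of BODIPY-stained droplets and DAPI nuclei; read-out: % inhibition of corrected integrated BODIPY droplet signal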
PMI inhibition: human PMI inhibitors, high substrate, primary screen, biochemical, fluorescence intensity, high mannose 6-phosphate (AID 1220); Mannose-6-phosphate isomerase (Homo sapiens); recombinant PMI enzyme, coupled fluorescence intensity; higher % means a stronger effect; inhibition, % at 20 µM, or IC50 in µM where a hit was titrated; 190,000 compounds, 0.66% hits
Autophagy mod: autophagy modulators in MEF cells, primary screen, imaging, high-content, MEF GFP-LC3 | MEF GFP-LC3 puncta imaging; test concentration mostly 10 µM | calls only at 10 µM (by protocol) | 190,000 compounds, 0.98% hits | AID 463193, 2010;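 active = percentage of spot-positive cells more than 3 SD above its plate mean, without a fluorescence outlier flag or 80% toxicity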;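 also: spot-positive cell cutoff set from DMSO-treated cells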
human PMI inhibition: inhibitors of human PMI, primary screen, biochemical, fluorescence intensity, coupled assay (AID 1209). Mannose-6-phosphate isomerase (Homo sapiens). purified PMI enzyme, coupled fluorescence intensity; higher % means a stronger effect. inhibition, % at 20 µM; hits with a dose series show IC50 in µM. 190,000 compounds, 0.42% hits;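 also: plate controls were DMSO vehicle for no effect and wells lacking substrate for full effect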
TNAP activation fold: human TNAP enzyme activators, primary screen, biochemical, luminescent, no phosphate acceptor, uHTS (AID 1001); Alkaline phosphatase, tissue-nonspecific isozyme (Homo sapiens); purified TNAP, luminescent activation assay, no phosphate acceptor; higher activation fold means a stronger effect; activation fold at 20 µM; hits with a dose series show EC50 in µM; 200,000 compounds, 0.03% hits; in the data active = activation fold from about 3, or a potency from the dose series; inactive = the rest, 99 in 100 with activation fold below about 1.6; also: many of its hits are not listed in these tables
Insulin prom up cell count: second read-out of Insulin prom up, no call of its own (marks repeat the call); cell count; measured here: cytotoxicity, nuclei count;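 total cells summed across four imaged fields per well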
Hep lipid drop cells 6.5 µM: further read-out of Hep lipid drop, marked with its call; cell count; measured here: cell count, cytotoxicity flag;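 cells counted across two imaged fields per well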
bCat nuc transl cell count 5 µM: also measured in bCat nuc transl; calls as there; cell count; measured here: cell count, cytotoxicity flag
T cell HTS vesicle-bound %: recorded beside T cell HTS, whose call it bears; double positive events, %; measured here: CD8+ vesicle-bound cell fraction;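 binding gate set so that unloaded-vesicle control wells show 10% double positive cells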
MT stabilize HCS Hoechst-high %: recorded beside MT stabilize HCS, whose call it bears; % Hoechst-high responders; measured here: nuclear condensation Hoechst responders;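 share of cells brighter than vehicle mean plus two SD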
MT stabilize HCS cytotoxicity %: recorded beside MT stabilize HCS, whose call it bears; toxicity, %; measured here: cytotoxicity by cell density;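 0% = mean cell density of plate MIN control wells and 100% = no cells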
Autophagy mod cell loss 18 h: recorded beside Autophagy mod, whose call it bears; toxicity, %; measured here: cell loss, nuclei count;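 cell loss after 18 h compound exposure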
* = called active by the depositor; i = inactive; / = not tested or not shown. Rule as the data show it, unless noted: active = inhibition above about 50%; inactive = the rest.

#1 O=C1CSC(c2ccccc2)N1CC12CC3CC(CC(O)(C3)C1)C2 (stereo not given)
#2 COc1cc(OC)c2ccc(=O)oc2c1C(CC(=O)N1CCCC1)c1ccc(N(C)C)cc1 (stereo not given)
#3 CCOc1ccc(C2=C/C(=C/c3cccnc3)C(=O)O2)cc1
#4 Cn1c2c(c(=O)n(C)c1=O)C(NC(=O)c1cccs1)(C(F)(F)F)C(=O)N2 (stereo not given)
#5 Cc1cc(C(F)(F)F)n(-c2nc(C(=O)Nc3ccccc3Oc3ccccc3)cs2)n1
#6 Cc1[nH]c2ccccc2c1-c1csc(NC(=O)CSCCO)n1

Assay by compound	1	2	3	4	5	6
MT stabilize HCS	6.2	/	2.8	5.6	5.4	3.6
MT stabilize HCS Hoechst-high %	0.7	/	1.8	3.0	2.5	3.6
MT stabilize HCS cytotoxicity %	11	/	10.0	3.7	7.5	9.3
bCat nuc transl	0.6	2.3	-1.2	-2.8	-5.8	0.8
bCat nuc transl cell count 5 µM	1361	1122	1031	945	901	1103
Insulin prom up	0.11	-0.35	0.32	-0.08	-0.52	-0.58
Insulin prom up cell count	1615	1075	1609	1420	1479	1118
T cell HTS	i	i	i	i	/	i
T cell HTS vesicle-bound %	22	38	19	10	/	49
Hep lipid drop	/	-1	10	/	/	-10
Hep lipid drop cells 6.5 µM	/	728	693	/	/	701
PMI inhibition	-1%	/	-82%	1%	4%	24%
Autophagy mod	i	/	i	i	i	i
Autophagy mod cell loss 18 h	9	/	24	25	3	-1
human PMI inhibition	0%	/	-54%	-8%	-2%	12%
TNAP activation fold	1.1	/	1.1	1	1.1	1

#7 COc1cc(C(=O)OCC(=O)Nc2ccc(F)cc2F)cc(OC)c1OC
#8 CCN(CC)C(=O)C[n+]1cccc(/C=N/O)c1
#9 Cc1cc(NC(=O)NCC(F)(F)F)no1
#10 O/N=C/c1cc(Cl)ccc1OCc1cccc2ccccc12
#11 COc1ccccc1OCCSc1nc(N)cc(N)n1
#12 CCn1c(SCC(=O)NNC(=O)c2ccco2)nnc1-c1ccco1

Assay by compound	7	8	9	10	11	12
MT stabilize HCS	3.0	3.2	/	1.2	2.1	3.0
MT stabilize HCS Hoechst-high %	1.8	2.5	/	1.4	3.2	4.2
MT stabilize HCS cytotoxicity %	3.8	8.2	/	3.9	33	8.8
bCat nuc transl	-1.4	-2.3	0.3	-0.2	-0.3	/
bCat nuc transl cell count 5 µM	1194	971	1343	1352	1229	/
Insulin prom up	-0.02	0.68	-0.66	-0.33	0	-0.13
Insulin prom up cell count	929	1398	1141	1512	1178	1233
T cell HTS	i	i	i	i	i	i
T cell HTS vesicle-bound %	30	47	39	38	17	35
Hep lipid drop	-1	0	4	/	-2	0
Hep lipid drop cells 6.5 µM	771	591	679	/	764	745
PMI inhibition	-3%	8%	/	12%	5%	-4%
Autophagy mod	i	i	/	i	i	i
Autophagy mod cell loss 18 h	44	-7	/	8	-3	24
human PMI inhibition	6%	10%	/	8%	7%	-6%
TNAP activation fold	1	1.1	/	1.1	1.1	1.1

#13 O=C(Oc1ccc2ccc(=O)oc2c1)C1CCCCC1
#14 O=C(NCCN1CCN(C(=O)NC2CCCCC2)CC1)NC1CCCCC1
#15 Cc1ccc(C)c(-n2c(SCC(=O)N3CCCC3)nnc2-c2ccccn2)c1
#16 C/C(=N\N=C1\NC(=O)C(CC(=O)NCc2ccccc2)S1)C(C)C (stereo not given)
#17 CCOc1c(OC(C)=O)ccc(/C=C2\N=C(SCC)SC2=O)c1[N+](=O)[O-]
#18 COC(=O)C1(C(C[N+](=O)[O-])c2ccco2)C(=O)NCC1c1ccccc1 (stereo not given)

Assay by compound	13	14	15	16	17	18
MT stabilize HCS	2.2	4.2	1.8	3.1	1.7	/
MT stabilize HCS Hoechst-high %	5.4	1.8	2.0	2.6	1.1	/
MT stabilize HCS cytotoxicity %	5.4	11	8.7	9.1	2.2	/
bCat nuc transl	-2.7	-7.9	-7.7	-0.6	0.9	1.0
bCat nuc transl cell count 5 µM	547	944	990	1070	1387	1313
Insulin prom up	-0.1	-1.1	-1.1	-0.22	0.88	0.41
Insulin prom up cell count	1489	1235	1081	1228	1657	1064
T cell HTS	i	i	i	i	i	i
T cell HTS vesicle-bound %	38	20	67	56	43	5
Hep lipid drop	-1	/	/	-6	/	8
Hep lipid drop cells 6.5 µM	596	/	/	602	/	752
PMI inhibition	-2%	11%	8%	0%	21%	/
Autophagy mod	i	i	i	i	i	/
Autophagy mod cell loss 18 h	-2	18	-2	2	3	/
human PMI inhibition	-2%	-2%	8%	-6%	21%	/
TNAP activation fold	1.1	1.1	1.1	1.1	1	/

#19 O=C1c2ccccc2CC1Sc1nnc(-c2ccccn2)o1 (stereo not given)
#20 Cc1ccc(C)c(CSCC(=O)NCc2cccs2)c1
#21 O=C(CN1CCCCCC1)N1c2ccccc2C=Cc2ccccc21
#22 Nc1nc(CSc2nnc(-c3cccc(F)c3)n2-c2ccccc2)nc(N2CCOCC2)n1
#23 O=S(=O)(NCCSc1ccc(Cl)cc1)c1ccc(F)cc1
#24 COc1ccc(N2CCN(C(=O)C3CCN(S(=O)(=O)c4ccc(F)cc4)CC3)CC2)cc1

Assay by compound	19	20	21	22	23	24
MT stabilize HCS	1.7	2.7	3.1	3.2	3.0	2.9
MT stabilize HCS Hoechst-high %	1.3	2.3	2.5	2.0	1.8	3.3
MT stabilize HCS cytotoxicity %	7.5	8.3	8.1	2.6	6.5	4.0
bCat nuc transl	-4.6	-3.3	-3.1	5.9	0.9	-0.2
bCat nuc transl cell count 5 µM	984	1072	1143	849	1373	1540
Insulin prom up	0.16	-0.71	-0.66	0.38	-0.71	-0.22
Insulin prom up cell count	1163	1277	921	1298	1589	1481
T cell HTS	/	i	i	i	i	i
T cell HTS vesicle-bound %	/	44	35	42	54	40
Hep lipid drop	/	-1	-3	-1	/	-20
Hep lipid drop cells 6.5 µM	/	653	764	623	/	650
PMI inhibition	-5%	1%	-6%	-1%	10%	10%
Autophagy mod	i	i	i	i	i	i
Autophagy mod cell loss 18 h	6	13	-7	-1	-1	-3
human PMI inhibition	-30%	0%	-2%	12%	11%	0%
TNAP activation fold	1.3	1.2	1	1	1	1.1

#25 CCOC(=O)c1nn(-c2ccc(Cl)cc2)c2nnc(Cc3ccccc3)c(=O)n12
#26 COc1ccccc1-c1nc(COc2ccc(Cl)cc2Cl)no1
#27 O=C(Cn1cnc2cc([N+](=O)[O-])ccc2c1=O)Nc1ccc(N2CCOCC2)cc1
#28 Cc1cccc(/C=C/C(=O)c2cc(Br)ccc(=O)c2O)c1
#29 COc1ccc(NC(=O)CN2CCC(C(N)=O)(N3CCCCC3)CC2)c(OC)c1
#30 O=C(CCN1CCCCC1)N/N=C/c1ccc(Br)cc1
#31 COc1ccc(Cn2nnnc2C(C(C)C)N2CCc3ccccc32)cc1 (stereo not given)

Assay by compound	25	26	27	28	29	30	31
MT stabilize HCS	2.5	/	/	1.3	4.5	4.4	1.8
MT stabilize HCS Hoechst-high %	3.3	/	/	0.3	2.8	1.3	1.7
MT stabilize HCS cytotoxicity %	4.0	/	/	16	4.0	5.0	9.8
bCat nuc transl	1.3	0.9	0.0	-1.5	-0.3	-3.1	0.3
bCat nuc transl cell count 5 µM	487	1108	1331	1122	1061	1048	1007
Insulin prom up	0.27	-0.28	-0.19	0.19	0.37	-0.03	-0.01
Insulin prom up cell count	1054	1329	1102	789	1656	1348	1634
T cell HTS	i	i	i	i	i	i	i
T cell HTS vesicle-bound %	47	44	20	46	42	58	23
Hep lipid drop	0	-11	-13	1	9	-5	6
Hep lipid drop cells 6.5 µM	697	692	752	699	689	637	668
PMI inhibition	5%	/	/	-56%	0%	2%	15%
Autophagy mod	i	/	/	i	i	i	i
Autophagy mod cell loss 18 h	-14	/	/	-1	12	0	-2
human PMI inhibition	4%	/	/	-38%	7%	-3%	16%
TNAP activation fold	1.1	/	/	0.9	1	1.1	1.1

Rewritten tab-delimited: part of the list above
No.	SMILES	MT stabilize HCS	MT stabilize HCS Hoechst-high %	MT stabilize HCS cytotoxicity %	bCat nuc transl	bCat nuc transl cell count 5 µM	Insulin prom up	Insulin prom up cell count	T cell HTS	T cell HTS vesicle-bound %	Hep lipid drop	Hep lipid drop cells 6.5 µM	PMI inhibition	Autophagy mod	Autophagy mod cell loss 18 h	human PMI inhibition	TNAP activation fold
22	Nc1nc(CSc2nnc(-c3cccc(F)c3)n2-c2ccccc2)nc(N2CCOCC2)n1	3.2	2.0	2.6	5.9	849	0.38	1298	i	42	-1	623	-1%	i	-1	12%	1
23	O=S(=O)(NCCSc1ccc(Cl)cc1)c1ccc(F)cc1	3.0	1.8	6.5	0.9	1373	-0.71	1589	i	54	/	/	10%	i	-1	11%	1
24	COc1ccc(N2CCN(C(=O)C3CCN(S(=O)(=O)c4ccc(F)cc4)CC3)CC2)cc1	2.9	3.3	4.0	-0.2	1540	-0.22	1481	i	40	-20	650	10%	i	-3	0%	1.1
25	CCOC(=O)c1nn(-c2ccc(Cl)cc2)c2nnc(Cc3ccccc3)c(=O)n12	2.5	3.3	4.0	1.3	487	0.27	1054	i	47	0	697	5%	i	-14	4%	1.1
26	COc1ccccc1-c1nc(COc2ccc(Cl)cc2Cl)no1	/	/	/	0.9	1108	-0.28	1329	i	44	-11	692	/	/	/	/	/
27	O=C(Cn1cnc2cc([N+](=O)[O-])ccc2c1=O)Nc1ccc(N2CCOCC2)cc1	/	/	/	0.0	1331	-0.19	1102	i	20	-13	752	/	/	/	/	/
28	Cc1cccc(/C=C/C(=O)c2cc(Br)ccc(=O)c2O)c1	1.3	0.3	16	-1.5	1122	0.19	789	i	46	1	699	-56%	i	-1	-38%	0.9
